NPY1 pot ag: NPY-Y1 receptor potentiators or agonists, primary screen, cell-based; 220,000 compounds, 0.37% hits; Neuropeptide Y receptor type 1 (Homo sapiens), P25929; activation, % at 3.6 µM; NPY-Y1 expressing cells, potentiator/agonist activation; AID 1304, 2008; in the data active = activation above about 33%, passing the limit was not always enough;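 also: cells stimulated with NPY at EC10 then isoproterenol at EC100; 0% = low agonist plus stimulus and 100% = saturating agonist plus stimulus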
EP2 mod: EP2 receptor modulators, cAMP readout, primary screen, cell-based, HTRF cAMP, PGE2 stimulation; Prostaglandin E2 receptor EP2 subtype (Homo sapiens), P43116; induction, % at 25 µM; EP2-expressing cells, cAMP HTRF FRET, PGE2 co-stimulation; AID 940, 2007; 260,000 compounds, 0.83% hits;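 active = compounds whose cAMP rise, as percent of the full-agonist control response, exceeds 60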;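 also: rat C6 glioma line stably carrying human EP2 under a CMV promoter; the protocol text gives 20 µM as final concentration; 100% = response of wells given 1 µM PGE2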
p97 ATPase inh: inhibitors of human p97 ATPase, primary screen, biochemical. recombinant p97 ATPase, Kinase-Glo ATP luminescence, 3 h. Transitional endoplasmic reticulum ATPase (Homo sapiens), P55072. inhibition, % at 8 µM. 220,000 compounds, 0.42% hits; in the data active = inhibition above about 15%;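 also: 0% = DMSO vehicle and 100% = wells lacking enzyme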
NPY Y1 blocker: NPY-Y1 receptor antagonists, primary screen, cell-based; Neuropeptide Y receptor type 1 (Homo sapiens), P25929; HEK293-CNG Y1 cells, membrane potential fluorescence; NPY at EC95, then isoproterenol; inhibition, % at 3.6 µM; 200,000 compounds, 1% hits;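 active = inhibition above the campaign mean inhibition of all tested compounds plus 3 SD, cut at about 20% in these data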;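 also: 0% = DMSO wells given NPY plus isoproterenol and 100% = isoproterenol alone without NPY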
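Material: HEK293 Y1/CNG channel cell line; also added: NPY (25 nM), isoproterenol (1 µM), Ro 20-1724 (25 µM); doses: one concentration, 3.6 µM, in 0.4% DMSO; schedule: compound incubation 1 h at room temperature, readout 45 min post-stimulation; technique: membrane potential fluorescence; measure: fluorescence ratio normalized to % inhibition between controls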
S1P4 agonist: S1P4 receptor agonists, primary screen, cell-based; Sphingosine 1-phosphate receptor 4 (Homo sapiens), O95977; 220,000 compounds, 0.35% hits; activation, % at 4.98 µM; S1P4-expressing cell line, agonist reporter assay; AID 1509, 2009; in the data active = activation above about 11%;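 also: 0% = DMSO vehicle and 100% = reference agonist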
S1P4 antagonist: S1P4 receptor antagonists, primary screen, cell-based. inhibition, % at 4.98 µM. AID 1510, 2009. S1P4-expressing cells, antagonist mode, reporter read-out. 220,000 compounds, 0.26% hits; in the data active = inhibition above about 29%;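 also: 0% = wells stimulated with agonist and 100% = vehicle wells without agonist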
NPY2 pot ag: NPY-Y2 potentiators or agonists, primary screen, cell-based | cells expressing NPY-Y2, potentiator/agonist read-out | activation, % at 3.6 µM | 220,000 compounds, 0.45% hits; in the data active = activation above about 27%;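 also: cells stimulated with NPY near EC25 plus isoproterenol at EC100; 0% = vehicle plus submaximal agonist and 100% = vehicle plus saturating agonist; some results beyond the cut were filed as inactive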
EP2 antag: human EP2 receptor antagonists, primary screen, TR-FRET cAMP, C6 glioma cells; Prostaglandin E2 receptor EP2 subtype (Homo sapiens), P43116; C6 glioma cells expressing human EP2; cells stimulated with saturating PGE2; inhibition, % at 25 µM; 260,000 compounds, 0.52% hits; AID 1422, 2008;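 active = percent inhibition above 40 after rounding to a whole number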;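 also: rat C6 glioma host cells with rolipram phosphodiesterase inhibitor present; the protocol text gives 20 µM as final concentration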
eIF4E-4G inh: eIF4E–eIF4G protein interaction inhibitors, primary screen, biochemical, uHTS, TR-FRET, eIF4GI fragment | Eukaryotic translation initiation factor 4E (Mus musculus) + Eukaryotic translation … | TR-FRET eIF4E-eIF4GI(517-606) binding, 2 h | inhibition, % at 21.7 µM | 220,000 compounds, 0.37% hits | AID 782, 2007;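 active = inhibition above about 30%, limit read from the data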;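 also: 0% = full FRET control wells and 100% = background wells lacking eIF4GI fragment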
Target sequence (P63073 whole entry, looked up, the tested form may be a part): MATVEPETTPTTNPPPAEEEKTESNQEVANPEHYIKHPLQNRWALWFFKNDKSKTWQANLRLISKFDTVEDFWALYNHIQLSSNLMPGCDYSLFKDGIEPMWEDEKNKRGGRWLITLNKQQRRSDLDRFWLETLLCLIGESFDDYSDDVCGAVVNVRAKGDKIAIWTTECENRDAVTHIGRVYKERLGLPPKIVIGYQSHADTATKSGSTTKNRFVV
Target sequence (Q04637 whole entry, looked up, the tested form may be a part): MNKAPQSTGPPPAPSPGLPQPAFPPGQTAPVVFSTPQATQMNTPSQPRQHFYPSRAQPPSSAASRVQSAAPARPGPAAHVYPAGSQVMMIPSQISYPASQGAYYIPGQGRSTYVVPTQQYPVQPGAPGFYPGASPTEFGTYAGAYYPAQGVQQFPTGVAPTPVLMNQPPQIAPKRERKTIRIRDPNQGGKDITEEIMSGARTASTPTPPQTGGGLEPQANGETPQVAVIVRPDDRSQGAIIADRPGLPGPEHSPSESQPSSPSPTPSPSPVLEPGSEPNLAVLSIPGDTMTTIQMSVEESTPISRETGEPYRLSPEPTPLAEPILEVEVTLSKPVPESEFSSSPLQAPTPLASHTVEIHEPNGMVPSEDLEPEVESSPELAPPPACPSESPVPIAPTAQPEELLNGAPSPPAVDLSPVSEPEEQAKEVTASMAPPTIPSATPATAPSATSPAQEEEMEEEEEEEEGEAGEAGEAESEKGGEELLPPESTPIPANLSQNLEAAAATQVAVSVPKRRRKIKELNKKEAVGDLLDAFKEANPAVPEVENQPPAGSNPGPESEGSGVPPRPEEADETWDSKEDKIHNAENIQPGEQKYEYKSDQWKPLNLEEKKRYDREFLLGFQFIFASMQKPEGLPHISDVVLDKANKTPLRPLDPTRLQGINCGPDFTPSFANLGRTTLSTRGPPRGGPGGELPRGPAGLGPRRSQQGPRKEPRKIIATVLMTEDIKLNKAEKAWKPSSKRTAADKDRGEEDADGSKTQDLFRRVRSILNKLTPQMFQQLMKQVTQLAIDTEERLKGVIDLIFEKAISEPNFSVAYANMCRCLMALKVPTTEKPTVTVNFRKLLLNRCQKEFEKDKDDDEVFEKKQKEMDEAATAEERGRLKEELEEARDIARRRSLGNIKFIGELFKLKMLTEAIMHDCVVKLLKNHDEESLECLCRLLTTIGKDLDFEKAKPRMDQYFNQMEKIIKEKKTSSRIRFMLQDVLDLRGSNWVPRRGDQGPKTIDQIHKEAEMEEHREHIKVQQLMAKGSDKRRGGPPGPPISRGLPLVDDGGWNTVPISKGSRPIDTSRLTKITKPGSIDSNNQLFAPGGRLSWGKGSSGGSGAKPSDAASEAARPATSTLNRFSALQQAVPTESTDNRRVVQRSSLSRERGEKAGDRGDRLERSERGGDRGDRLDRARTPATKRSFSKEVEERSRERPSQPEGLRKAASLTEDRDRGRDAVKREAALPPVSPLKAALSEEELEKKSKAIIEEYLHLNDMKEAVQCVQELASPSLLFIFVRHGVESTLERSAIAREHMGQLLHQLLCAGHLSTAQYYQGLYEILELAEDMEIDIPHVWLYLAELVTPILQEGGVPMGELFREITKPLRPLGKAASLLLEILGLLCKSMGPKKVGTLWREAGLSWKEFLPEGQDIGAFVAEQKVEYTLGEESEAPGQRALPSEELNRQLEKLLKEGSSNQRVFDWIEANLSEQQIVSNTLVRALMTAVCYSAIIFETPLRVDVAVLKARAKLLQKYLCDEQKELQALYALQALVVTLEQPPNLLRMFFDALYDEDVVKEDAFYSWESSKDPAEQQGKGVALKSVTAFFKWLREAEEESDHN
An asterisk follows results filed as active; . = no result given; & = joins results of further samples; [ ] = dose if it differs, or a comment. An excerpt; rates above refer to the full screens.

A first look, 3 compounds:
SMILES	NPY1 pot ag	EP2 mod	p97 ATPase inh	NPY Y1 blocker	S1P4 agonist	S1P4 antagonist	NPY2 pot ag	EP2 antag	eIF4E-4G inh
Cc1ccc(NC(=O)C(=O)NNC(=O)c2ccccc2C)cc1Cl	-27	8	4	11	2.6	14	5	.	-3
COc1ccc2c(c1)c1ncn(CCCN3CCOCC3)c(=O)c1n2C	4	30	-3	2	1.3	-1	0	5	-3
CNc1ccccc(-c2ccc3ccccc3n2)c1=O	10	-69	3	7	0.3	-3	16	10	3

The listing, previewed entries included:
SMILES	NPY1 pot ag	EP2 mod	p97 ATPase inh	NPY Y1 blocker	S1P4 agonist	S1P4 antagonist	NPY2 pot ag	EP2 antag	eIF4E-4G inh
Cc1ccc(NC(=O)C(=O)NNC(=O)c2ccccc2C)cc1Cl	-27	8	4	11	2.6	14	5	.	-3
COc1ccc2c(c1)c1ncn(CCCN3CCOCC3)c(=O)c1n2C	4	30	-3	2	1.3	-1	0	5	-3
CNc1ccccc(-c2ccc3ccccc3n2)c1=O	10	-69	3	7	0.3	-3	16	10	3
O=C(c1cccs1)n1nc(-c2ccccc2)nc1NCc1ccco1	-9	48	0	5	1.0	2	15	4	3[fluorescence artefact?]
O=C(CCS(=O)(=O)c1ccccc1)Nc1nc(-c2ccc(F)cc2)cs1	-3	-66	-9	.	-0.3	-15	18	6	-5
Cc1ccc(-n2c(-c3nn(C)cc3Cl)n[nH]c2=S)cc1	2	28	1	3	0.7	-16	-7	3	13[fluorescence artefact?]
COc1nnc(-c2ccc(N3CCOCC3)c(NC(=O)c3ccc(C)cc3)c2)c2ccccc12	-3	-5	2	5	-1.8	11	13	11	-17[fluorescence artefact?]
O=[N+]([O-])c1cccc(CSc2cccc[n+]2[O-])c1	6	3	-2	1	-0.1	-14	-1	8	0
Cc1noc(NS(=O)(=O)c2ccc(NC(=O)c3ccc(OC(C)C)cc3)cc2)c1C	14	12&5	4	54*	0.6	-26	13	10&8	-3
c1cn(CCCNc2ncnc3nc[nH]c23)cn1	-10	27	5	-2	0.0	-13	-5	7	0
COc1ccc(CCCC(=O)NC2CCCCC2)cc1	10	-5	2	3	1.5	-32	-11	7	5
O=C(Nc1ccc(N2CCCCC2)cc1)c1cncc(Br)c1	18	-9	3	4	0.2	0	-7	12	-1
CCc1ccc2c(c1)C(c1ccc(N3CCOCC3)cc1)=NNC(c1ccncc1)=N2	-8	-5&17	-2	-6	0.7	1	1	5&2	1
N#Cc1c(C(F)(F)F)cc(-c2ccccc2)[nH]c1=O	12	1	-2	3	-2.3	-11	1	12	-3
CCc1nnc(NC(=O)c2cccs2)s1	6	-1	-10	-3	0.6	-10	17	12	-2
Cc1cccc(NC(=O)COn2nnc3ccc(S(C)(=O)=O)cc32)c1	-12	-30	2	-1	-0.1	-2	0	5	0
Cc1ccc(/C=C2/SC(=S)N(CC(=O)Nc3ncc(Cc4ccc(C)cc4)s3)C2=O)cc1	-15	-5	2	3	3.5	-2	-17	7	2
CC(=O)OC(C)(CCC(C)(OC(C)=O)C(C)=O)C(C)=O (stereo not given)	7	10	-2	-2	4.3	0	8	8	-1
CC1CCC(=NNC(=O)Cc2ccccc2)CC1 (stereo not given)	-20	22	2	-2	-1.9	9	-17	10	-1
O=C(O)C12CC3CC(C1)CC(n1ncc(N4CCN(c5ccccc5)CC4)c(Cl)c1=O)(C3)C2	1	16	-8	0	0.6	-22	1	4	0[fluorescence artefact?]
COc1ccc(/C=N/Nc2nc(-c3cccnc3)nc3ccccc23)cc1OC	7	-71	-8	.	0.6	8	-3	11	-1
Cc1ccc(-c2nnn(CC(=O)N(Cc3cccs3)C(C(=O)NC(C)(C)C)c3ccco3)n2)o1 (stereo not given)	-34	23	6	12	0.9	0	-2	-2	-6
O=c1c2cc3c(cc2[nH]c(=S)n1CCN1CCOCC1)OCO3	-30	19	0	-3	-0.7	-5	2	4	2
CC(=O)Nc1nnc(C2=COCCO2)o1	-4	7	0	-2	1.8	-9	10	4	1
CC1(C)Cc2c(cnn2-c2ccccc2)C(=O)/C1=N\NC(=O)c1ccccc1N	19	9	4	1	-4.0	-7	17	9	-9
O=C(Nc1cccnc1)c1cc(-c2ccccc2O)on1	-22	-35	1	.	-2.1	13	-15	6	2
CCOc1c(CNCCN2CCOCC2)cccc1OC	1	13	4	-3	1.7	-4	5	9	0[fluorescence artefact?]
CC1=C(C#N)C(=O)N(C2CCS(=O)(=O)C2)C(=O)/C1=C\c1ccco1 (stereo not given)	-2	13	34*	.	-0.8	-6	-8	6	63*
COc1ccc(N=C2CCCN2CC(N)=O)cc1	4	16	7	-6	2.2	8	7	16	-1
CCCC(=O)Nc1cc(C(F)(F)F)ccc1N1CCOCC1	-15	-1&15	4	2	1.1	2	11	7&11	5
CCOC(=O)c1ccc(NC(=O)N2CC(C)OC(C)C2)cc1 (stereo not given)	-17&27	-13&-5	-1&-4	1	-1.8&-0.9	-6&-7	14&7	11	6&0
Cc1ccc(C)c(S(=O)(=O)Nc2nc(C)c(C(=O)Nc3ccccc3)s2)c1	-3	14	-2	5	0.0	-16	1	10	-2
COc1ccc(OCC(=O)Nc2cccc(-c3nc4ccccc4o3)c2)cc1	-62	1	-14	10	1.4	6	-16	9	-1
Cc1nc2ccccc2n1CCCOc1ccccc1	-10	17	-4	-1	2.8	-23	1	13	3[fluorescence artefact?]
COc1cc(/C=C2/SC(=S)N(CC(=O)Nc3cccnc3)C2=O)cc(OC)c1OC	-15	-9	-1	-3	0.4	-5	2	7	-34
CC(C)(Cc1nc2ccccc2[nH]1)C(=O)O	-2	27	4	5	0.3	-1	-1	8	-2
Cc1ccc(-n2c(C)cc(/C=N/Nc3ccc([N+](=O)[O-])cn3)c2C)c(C)c1	11	5	6	12	0.4	-13	3	14	1
CCC(C)NC(=S)N1CCN(C)CC1 (stereo not given)	-18	9&8	-3	-1	1.1	-19	-9	9&3	0
COc1ccc(Nc2nc3ccccc3n3nnnc23)cc1	-11	29	2	6	-1.2	-10	1	4	5
COc1ccc(S(=O)(=O)N(C)CC(=O)Nc2c(F)cccc2F)cc1	-24	-15	5	-1	-2.7	-22	-6	4	.
CC(O)Cn1cnc2c1c(=O)n(C)c(=O)n2C (stereo not given)	-1	17	3	-1	0.7	-8	6	19	0
CN1CCN(S(=O)(=O)c2ccc(=O)[nH]c2)CC1	13	15	3	7	-0.5	-2	8	13	-1[fluorescence artefact?]
CCc1ccccc1NC(=O)Cc1cn(C)c2ccccc12	-3	24	-2	1	1.2	-8	4	6	-3
NC(=O)c1c(-c2cccs2)csc1N	8	20	4	-2	0.4	-9	13	9	5
Cc1nnc(NC(=O)CSc2nc(C(C)C)nc3ccccc23)s1	1	36&35	1	13	-4.0	0	-6	14&19	.
CCCN(CC(=O)Nc1cc(Cl)cc(Cl)c1)CC(=O)Nc1ccc(F)c(F)c1F	-6	-18	-5	0	-0.7	6	22	9	5
O=c1nc(Nc2cccc(Cl)c2)oc2cc(Cl)oc(=O)c12	10	-43	4	.	0.3	-132	13	17	0
CC1CCCCC1NC(=O)COC(=O)CNC(=O)c1cccc(F)c1 (stereo not given)	14	-9	1	-2	1.2	4	-7	3	0
Cn1c2ccccc2c(=O)c2c(=O)n(C3CCCCCC3)c(C3CCCCC3)nc21	16	11	2	1	2.5	-9	5	9	12
c1ccc2c(c1)ncn2CCN1CCCCC1	7	14	-1	3	-0.1	-16	2	10	1
CCOC(=O)CSc1c(-c2cccs2)[nH]c2ccccc12	24	32	4	-5	2.0	-21	17	8	1
COc1ccc(S(=O)(=O)Nc2ccc(CC#N)cc2)cc1	-1	14	2	-2	-0.3	5	0	12	0
CCOC(=O)C1=C(C)N=C2SC(C)C(=O)N2C1c1ccc(OC(C)=O)c(OCC)c1 (stereo not given)	7	17	1	1	0.0	-5	-2	.	2
Cc1ccc(C(=O)CSc2cnc3ccccc3n2)cc1C	-21	-45	-4	20	-0.3	-19	-12	8	-11
COc1ccc(S(=O)(=O)N2CCCCCC2)cc1	2	17	-1	-1	1.8	-11	8	3	-4
COc1cccc2c1c(NC(=O)c1cc(C)on1)nn2C	-22	-15	-1	.	-0.2	-8	-11	11	-8
OC1CCN(Cc2nc(Cc3ccccc3Cl)no2)CC1	-4	-9	8	1	0.4	7	-14	5	1
CC(=O)c1ccc(OCc2ncc(C(F)(F)F)cc2Cl)cc1	0	10	-9	.	0.2	4	-9	6	5
COc1ccc(S(=O)(=O)NCCc2cn3cccc(C)c3n2)cc1OC	19	6	8	6	-0.3	1	5	14	2
Cc1nc2ccc(S(=O)(=O)NC(C(=O)NC3CCCC3)C(C)C)cc2s1 (stereo not given)	-5	14	0	1	-3.0	-3	2	23	8
Further results:
SMILES	NPY1 pot ag	EP2 mod	p97 ATPase inh	NPY Y1 blocker	S1P4 agonist	S1P4 antagonist	NPY2 pot ag	EP2 antag	eIF4E-4G inh
CC1(C(=O)NC2CCCCCCC2)CC1(Cl)Cl (stereo not given)	-6	-5	1	0	-0.1	-13	-7	3	15
C/C(=C\c1ccccc1)C(=O)NCCc1ccccc1	-11	-67	-4	3	-0.2	-6	-12	4	-5
COc1ccccc1NC(=O)CN(c1ccc([N+](=O)[O-])cc1)S(=O)(=O)c1ccccc1	-16	-1	4	6	-1.9	-7	8	3	-1
O=C(Cn1nnc(-c2ccccc2)n1)NNC(=O)c1ccco1	-9	28	7	5	-0.3	-16	3	13	4
Cc1ccc(NS(=O)(=O)c2ccc(-c3csc(C)n3)s2)c(C)c1	-13	-42	2	.	1.0	3	-25	9	-4
COc1ccccc1NC(=S)NC1CCC(CC2CCC(NC(=S)Nc3ccccc3OC)CC2)CC1 (stereo not given)	12	13	4	5	-1.0	-11	5	8	-2
Cc1cccc[n+]1CC(=O)Nc1cccc([N+](=O)[O-])c1	14	0	4	7	2.0	-20	-3	7	-1
CCN(Cc1ccccc1)C1CCN(Cc2ccc(SC)cc2)CC1	-33	20	-3	15	0.2	-2	-37	4	4
S=C(NCCSCc1ccc(Cl)cc1)Nc1ccccc1	10	-19	2	3	0.5	14	4	.	5
COc1ccccc1CNC(=O)CCS(=O)(=O)c1cccs1	17	13	4	6	-0.7	-26	11	3	-5
COC(=O)[C@H](CC(C)C)NC(=O)N1CCN(c2cccc(C(F)(F)F)c2)CC1	9	-6	0	-4	-0.9	9	-1	10	3[fluorescence artefact?]
Cc1nc2ccccc2c2nc3ccccc3n12	9	-4	4	-4	-2.0	9	12	10	-8
Cc1cccc(CSc2nnc(Cn3c(=O)sc4ccccc43)n2C)c1	8	2	0	0	0.2	-10	2	6	1
CC(C)=CCN1CCN(Cc2c(C)nn(C)c2Cl)CC1CCO (stereo not given)	-6	9	-4	0	0.8	-17	-3	7	-2
COC1(OC)N=C(N)C2(C#N)C(c3ccccc3)NC(C)=CC12C#N (stereo not given)	0	13	1	-4	1.0	-10	-9	7	3
